GALK inh: qHTS Assay for Inhibitors of Human Galactokinase (GALK). P51570. Purified GALK, Kinase-Glo residual ATP luminescence. Potency, µM (titrated, usually from 57.5 µM), inactives show at the top dose activity change, negative = inhibition, usual class: inhibitors. 270,000 tested, 0.007% active. AID 1868, 2009; note: potency is the fitted concentration of half-maximal effect
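The enzyme phosphorylates galactose (100 uM) using ATP (35 uM); inhibition is detected as higher residual ATP, quantified by bioluminescence after 1 h reaction at room temperature, pH 8.0.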
KCNH2 3.1 block: qHTS for Inhibitors of KCHN2 3.1: Mutant qHTS. Potassium voltage-gated channel subfamily H member 2, brain isoform KCNH2 3.1 (human). U2OS KCNH2 3.1, thallium flux FluxOr; hits give low values. activity change, % (tested at about 1.8 µM). 340,000 tested, 0.95% active. AID 720553, 2013;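 active = maximum activity change below -70%; inconclusive = maximum activity change from -70% to -50%; inactive = maximum activity change above -50%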;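 note: thallium influx rate constant from kinetic fluorescence after stimulation buffer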
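U2OS cells transduced with KCNH2 3.1 mutant virus (1.77 x 10^8 /mL, 4 h), plated overnight at 37 C, loaded 45 min with FluxOr dye plus Red40 quencher. Thallium flux rate constant from kinetic reads after stimulation buffer, normalised to controls.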
PKM2 act: qHTS Assay for Activators of Human Muscle isoform 2 Pyruvate Kinase; 260,000 tested, 0.34% active; Potency, µM (titrated, usually from 57.5 µM), inactives show top-dose activation, hits mostly activators; purified PKM2, Kinase-Glo ATP luminescence, activation; response scale: 0% is enzyme alone, no compound; note: potency is the fitted concentration of half-maximal effect; nearly all actives have a fitted effect of over 55% in size
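ATP formation by purified human PK-M2, quantified via coupled luciferase luminescence after 1 h at room temperature with 0.1 mM ADP and 0.5 mM PEP final.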
uPA generation: qHTS for Inhibitors of Cell Surface uPA Generation | cell surface uPA generation assay, qHTS | Potency, µM (titrated, usually from 38.3 µM), without a hit: at the highest dose activity change, negative = inhibition, actives largely listed as inhibitors | 330,000 tested, 0.31% active; active = well fitted inhibition curve with a large enough effect; inconclusive = small, poorly fitted or top-dose-only effect; inactive = no such curve, though single readings can be large or run the other way; tested in mouse RAW 264.7 cells; note: potency is the fitted concentration of half-maximal effect; nearly all actives have a fitted effect of over 55% in size
Chronic BCR inh: qHTS Assay to Find Inhibitors of Chronic Active B-Cell Receptor Signaling | ABC-DLBCL IkBa-CBG/CBR reporter, luminescence ratio, 4 h | Potency, µM (top dose mostly 46.1 µM), for inactives: top-dose ratio change, negative = lower green/red ratio, hits mostly inhibitors | 340,000 tested, 0.05% active | AID 493014, 2011; active = well fitted inhibition curve with a large enough effect in the signal ratio, with a control signal flat, not every such curve was filed as active; inconclusive = small, poorly fitted or top-dose-only effect, or effect the other way, or a change in a side signal; the % refers to the signal ratio;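 note: potency is the fitted concentration of half-maximal effect; plate controls were basal doxycycline-induced cells for no effect and cells given 10 µM MG132 for full effect; MG132 reads +100%, hits lower the ratio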
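Compounds up to 46 uM were incubated four hours with TMD8 cells whose green CBG68 luciferase is fused to IkappaBalpha; red CBR luminescence normalised the signal, and concentration-effect curves were fitted to fusion, red and ratio data.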
Giardia killer: Small Molecules that selectively kill Giardia lamblia: qHTS. Giardia lamblia trophozoite viability. activity change, % at 7.66 µM, hits read low. 340,000 tested, 0.15% active; in the data active = activity change below about -80%; inconclusive = between about -30% and that limit;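 note: parasites exposed to compound for two days anaerobically before the ATP read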
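Trophozoite viability was measured as ATP-dependent luminescence, read 15-30 min after reagent addition. Before that, parasites at 100 cells/well were exposed to compounds for 48 h, anaerobically, at 37 deg C.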
B2AR arrestin: qHTS assay of beta-arrestin-biased ligands of beta2-adrenergic receptor; Beta-2 adrenergic receptor (Homo sapiens), P07550; beta-arrestin recruitment to beta2AR, cell-based reporter; Potency, µM (top dose mostly 46.1 µM), without a hit: at the highest dose activation, hits mostly activators; 330,000 tested, 0.02% active;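 note: potency is the fitted concentration of half-maximal effect; 0% = DMSO controls and full agonism = EC100 isoproterenol or metaproterenol; nearly all actives have a fitted effect of over 65% in size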
USP2a inh: qHTS Assay for Inhibitors of Ubiquitin-specific Protease USP2a Using CHOP2 as the Reporter. Ubiquitin carboxyl-terminal hydrolase 2 (Homo sapiens), O75604. USP2 core, Ub-CHOP2 coupled fluorogenic reporter, 485/531. Potency, µM (highest dose often 38.3 µM), inactives show at the top dose activity change, negative = inhibition, usual class: inhibitors. 330,000 tested, 0.01% active. AID 463254, 2010;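 note: potency is the fitted concentration of half-maximal effect; plate controls were DMSO wells for no effect and full inhibition by NEM control for full effect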
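Cell-free coupled assay: 10nM USP2 core preincubated 30min RT with compound in Tris-HCl pH 8.0/CaCl2/CHAPS buffer, then 25nM Ub-CHOP2 and 25nM reporter substrate; fluorescence (Ex 485/Em 531) read after 60min RT, normalized to NEM inhibition, concentration-response curves fitted.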
Eya2 phos inh: qHTS Assay for Inhibitors of the Phosphatase Activity of Eya2 | Potency, µM (top dose mostly 76.9 µM), for the others: top-dose activity, negative = inhibition, hits mostly inhibitors | Protein phosphatase EYA2 (Homo sapiens), O00167 | AID 488837, 2010 | recombinant Eya2, OMFP fluorescence dephosphorylation (OMFP is methylfluorescein phosphate) | 330,000 tested, 0.006% active; note: potency is the fitted concentration of half-maximal effect
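Eya2 (0.2 uM) preincubated 10 min at ambient with compound, then OMFP substrate added at 50 uM; 10 min reaction in 50 mM HEPES pH 7.5, 50 mM NaCl, 5 uM MgCl2, 0.05% BSA, 1 mM DTT. Fluorescence read at Ex 485/Em 525 nm.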
KCNH2 WT inh: qHTS for Inhibitors of KCHN2 3.1: Wildtype qHTS. U2OS, BacMam KCNH2, thallium flux FluxOr; hits give low values. activity change, % at 1.84 µM. 340,000 tested, 0.37% active;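 active = maximum activity change below -70%; inconclusive = maximum activity change between -70% and -50%; inactive = maximum activity change above -50%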
Target sequence (Q12809 whole entry, looked up): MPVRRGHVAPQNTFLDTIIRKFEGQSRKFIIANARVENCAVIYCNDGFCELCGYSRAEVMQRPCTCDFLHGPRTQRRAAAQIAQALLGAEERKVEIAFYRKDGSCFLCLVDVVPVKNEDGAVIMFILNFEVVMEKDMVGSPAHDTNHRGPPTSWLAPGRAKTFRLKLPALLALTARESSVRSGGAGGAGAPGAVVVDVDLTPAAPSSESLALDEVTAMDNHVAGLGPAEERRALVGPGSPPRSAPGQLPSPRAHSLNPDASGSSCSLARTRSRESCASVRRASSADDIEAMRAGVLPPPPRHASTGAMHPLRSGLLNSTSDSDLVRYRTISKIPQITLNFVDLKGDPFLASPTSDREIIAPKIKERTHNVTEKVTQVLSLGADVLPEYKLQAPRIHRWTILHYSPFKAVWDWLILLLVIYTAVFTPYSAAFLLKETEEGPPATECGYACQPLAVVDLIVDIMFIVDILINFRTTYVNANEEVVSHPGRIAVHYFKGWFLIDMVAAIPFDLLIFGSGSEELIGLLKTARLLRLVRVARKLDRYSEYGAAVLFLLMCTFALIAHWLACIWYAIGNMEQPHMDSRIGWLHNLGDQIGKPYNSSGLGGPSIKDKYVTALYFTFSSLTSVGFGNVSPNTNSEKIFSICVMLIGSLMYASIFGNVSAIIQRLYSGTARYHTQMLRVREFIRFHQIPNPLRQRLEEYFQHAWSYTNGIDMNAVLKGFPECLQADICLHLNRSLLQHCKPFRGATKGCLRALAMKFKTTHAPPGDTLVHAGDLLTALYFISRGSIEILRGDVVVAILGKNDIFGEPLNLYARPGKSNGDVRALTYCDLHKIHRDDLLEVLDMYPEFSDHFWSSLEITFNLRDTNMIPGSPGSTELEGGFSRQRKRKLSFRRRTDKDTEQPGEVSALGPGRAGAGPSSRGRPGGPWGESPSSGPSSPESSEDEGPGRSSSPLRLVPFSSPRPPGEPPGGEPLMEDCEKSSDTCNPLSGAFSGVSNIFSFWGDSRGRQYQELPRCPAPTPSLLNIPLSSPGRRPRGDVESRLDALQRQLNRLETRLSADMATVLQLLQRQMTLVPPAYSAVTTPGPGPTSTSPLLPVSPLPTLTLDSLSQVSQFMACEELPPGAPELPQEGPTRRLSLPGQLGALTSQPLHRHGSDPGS
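U2OS cells transduced with wild-type KCNH2 virus are loaded with FluxOr dye for 45 min, and thallium flux is measured in kinetic reads before and after stimulation buffer. Rate constants are normalized to DMSO controls.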
FBPA coupling cs: qHTS Assay for Inhibitors of Fructose-1,6-bisphosphate Aldolase from Giardia Lamblia: Coupling assay counterscreen. coupling enzyme system counterscreen, AmpLite Red fluorescence. activity change, negative = inhibition, % at 58.2 µM, hits read low. 290,000 tested, 0.67% active; in the data active = activity change below about -30%
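Counterscreen of the coupled detection system alone, without aldolase: glyceraldehyde-3-phosphate coupling enzymes plus AmpLite Red readout. Compounds at 57.5 uM final, 10 min RT preincubation, 20 min RT reaction, fluorescence 525/598 nm.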
* = called active by the depositor; ? = inconclusive; · = no result given; & = joins results of further samples; [ ] = dose if it differs, or a comment. Unless noted, calls come from the whole dose curve; as a rule, active = well fitted curve in the direction sought with a large enough effect; inconclusive = small, poorly fitted or top-dose-only effect, or another doubt; inactive = no such curve, though single readings can be large; an effect the other way counts as inactive or inconclusive. Unless noted, % is set by controls: 0 for no effect and ±100 for the full control effect.

SMILES	GALK inh	KCNH2 3.1 block	PKM2 act	uPA generation	Chronic BCR inh	Giardia killer	B2AR arrestin	USP2a inh	Eya2 phos inh	KCNH2 WT inh	FBPA coupling cs
Nc1nc2c(-c3ccc(Br)cc3)nnn2c2ccccc12	9%	2	·	1%	?	-18	0.4%	1%	0%	3	1
CCC1(C)Cc2c(sc3c2c(=O)n(C)c2nnc(SCCc4ccccc4)n32)CO1 (stereo unspecified)	1%	-12	-5%	2%	0%	1	-0.5%	-11%	6%	-7	1
COc1ccc(CCNC(=O)CC2Nc3ccccc3NC2=O)cc1 (stereo unspecified)	2%	14	-13%	3%	7%	-3	0.3%	-7%	8%[15.4 µM]	-1	-3
N#CCSc1ncnc2c1cnn2CCO	1%	15	0%	-15%	-1%	-2	-1.2%	-2%	9%	-2	·
CC(NC(=O)COC(=O)/C=C/c1ccc(Cl)cc1)c1ccccc1 (stereo unspecified)	10%	-4	-2%	-2%	0%	-2	0.3%	2%	9%	-8	8
O=C(CSc1n[nH]c(-c2cc(Cl)ccc2Cl)n1)NCCN1C(=O)CSC1=O	-1%	8	5%	6%	?	-8	-0.2%	4%	-14%	1	1
O=C(c1[nH]ncc1-c1ccccc1)C1CO1 (stereo unspecified)	-1%	11	-2%	-3%	?	0	-0.1%	1%	23%	0	-18
COc1ccccc1C(=O)N(CN1CCCC1=O)c1cccc(Cl)c1	0%	6	5%	3%	-12%	-9	0.1%	2%	0%	-3	4
COc1ccc(Nc2nc(N)nc(CSC(=S)N3CCCCC3C)n2)cc1 (stereo unspecified)	-2%	-4	0%	1%	?	21	0.5%	-2%	?	2	-4
CCn1c(C)[n+](CC(O)COCC2CC=CCC2)c2ccccc21 (stereo unspecified)	2%	-11	-1%	-4%	27%	-5	-0.1%	-1%	-6%	-11	6
CC(C)(C)C(=O)N1CCN(c2ccc([N+](=O)[O-])c(-n3nc(-c4ccccc4)c4ccccc4c3=O)c2)CC1	0%	7	7%	-5%	2%	3	-0.8%	1%	2%	39	0
CCn1c(C(=O)N2CCC(Cc3ccccc3)CC2)cc2sccc21	2%	0	-3%	·	1%	5	-0.2%	0%	5%	-29	4
CCOc1ccc(N2CC(C(=O)N3CCCc4ccccc43)CC2=O)cc1 (stereo unspecified)	-1%	-17	-7%	-1%	?	8	2.5%	2%	13%	15	2
CC(=O)c1ccc(NC(=O)COC(=O)Cc2ccsc2)cc1	·	?	·	-10%	?	-22	-0.1%	9%	-26%	?	·
S=c1[nH]nc(-c2cccnc2)n1-c1ccccc1	1%	-12	0%	1%	2%	-2	-0.7%	0%	1%	-11	7
Cc1ccc(OCC(=O)Nc2ccc3c(c2)C(=O)NC3=O)cc1	3%	-5	2%	-7%	?	-12	-0.3%	-1%	-7%	0	·
COc1ccc(/C=C2\SC(N3CCCCC3)=NC2=O)cc1	4%	9	·	-22%	0%	4	6.4%	2%	15%	-12	2
O=C(COC(=O)c1ccccc1)Nc1ccc2[nH]c(=O)[nH]c2c1	·	11	·	4%	-8%	?	-0.3%	-1%	4%	-10	·
CN(CC(=O)NCCc1ccc(S(N)(=O)=O)cc1)Cc1c(F)cccc1Cl	1%	-18	-3%	-2%	10%	-5	-0.6%	0%	-7%	7	1
Cc1cccc(-n2c(SCC(=O)N3CCC(C(=O)O)CC3)nc3ccccc3c2=O)c1C	10%	-33	0%	1%	19%	0	0.1%	-1%	1%	-4	0
Cc1cc(C)nc(NS(=O)(=O)c2ccc(NC(=S)NC(=O)c3cccnc3)cc2)n1	-1%	-10	6%	2%	12%	0	-2.7%	0%	-4%	-8	0
Cc1ccc(-c2cc(C(=O)N/N=C/c3ccco3)n[nH]2)s1	-1%	-2	-9%	-5%	2%	-17	4.2%	0%	2%	-6	0
COc1cccc(-c2cc(C(F)(F)F)n3ncc(S(=O)(=O)c4ccccc4)c3n2)c1	-1%	-1	-2%	·	-1%	-7	-0.1%	2%	-12%	9	-5
CC(NC(=O)CSc1nc(C2CC2)n(-c2ccccc2)n1)c1ccco1 (stereo unspecified)	·	-10	·	-9%	2%	-10	0.2%	1%	-5%	-13	·
CCOC(=O)C1=C(C)NC2=C(C(=O)CC(C)(C)C2)C1c1ccsc1 (stereo unspecified)	-1%	-6	-5%	-6%	?	3	-0.1%	2%	-26%	0	-1
COc1cc(C(=O)N/N=C2\CCS(=O)(=O)c3ccc(F)cc32)cc(OC)c1OC	1%	-5	0%	-5%	1%	8	-0.7%	1%	2%	13	2
CCC1Oc2ccc(C)cc2N(CC(=O)NCCCN2CCCC2)C1=O (stereo unspecified)	-2%	3	5%	5%	9%	-2	-0.2%	-1%	-2%	12	0
CCOC(=O)C1(CC)NC(c2ccc(OC)cc2OC)C2C(=O)N(C)C(=O)C21 (stereo unspecified)	13%	-15	1%	0%	-25%	23	-0.3%	-1%	9%	-4	3
CCOC(=O)C1=C(CN2CCN(c3ccc(F)cc3)CC2)NC(=O)NC1c1cccs1 (stereo unspecified)	5%	-4	-3%	6%	-5%	15	0.0%	2%	-6%	3	0
COC(=O)c1ccc(-c2nc(CN3CCN(Cc4cccc(C)c4)CC3)c(C)o2)cc1	-4%	-12	4%	-12%	-4%	-9	-1.0%	1%	6%	10	-2
Cc1cc(NC(=O)CSCC(=O)Nc2nc3ccccc3[nH]2)no1	·	0	·	1%	9%	2	0.0%	2%	-22%	-16	·
CCOC(=O)C1(Cc2ccc(OC)cc2)CCN(C(=O)CN2CCCCC2=O)CC1	0%	3	-4%	4%	-7%	12	-0.9%	-3%	-7%	1	1
O=C(O)C1CCCCC1C(=O)Nc1ccc2c(c1)OCCO2 (stereo unspecified)	0%	2	-1%	8%	0%	30[activator]	-0.8%	1%	23%	-11	0
O=C(NC(=S)Nc1cccnc1)c1cccc(Br)c1	-1%	7	·	-3%	?	-25	-0.3%	2%	-14%	-8	2
COCCOC(=O)/C(C#N)=C/c1cn(Cc2ccccc2)nc1-c1cccnc1	5%	1	?	-1%	7%	27	0.0%	2%	-11%	0	3
CO/N=C/c1c(-c2ccc(Cl)cc2)nc2cc(C)ccn12	-2%	2	-6%	-3%	1%	-18	0.1%	3%	-3%	-11	0
CCCN1C(=O)/C(=C/c2ccc(C)o2)SC1=Nc1ccc(OC)cc1	0%	-20	1%	1%	10%	10	0.3%	-6%	-18%	-11	-4
C=CCn1c(SCc2ccc(C(=O)NCCO)cc2)nc2ccccc2c1=O	-4%	1	-1%[11.5 µM]	39%[activator]	1%	3	0.1%	1%	-5%	26	0
Cc1cc(C)c(C)c(S(=O)(=O)N2CCN(c3ncnc4ccccc34)CC2)c1C	·	-7	·	?	1%	-10	-0.3%	2%	-6%	9	·
O=C(O)C1CC1C(=O)Nc1nc2c(Cl)cccc2s1 (stereo unspecified)	3%	-1	·	-5%	8%	-24	-0.5%	-5%	19%	-1	13
Cc1ccc(NS(=O)(=O)c2cc(C(=O)Nc3cccnc3)ccc2C)cc1	-7%	1	-7%	16%	-11%	-18	0.0%	0%	-1%	-1	·
CCn1c(C)c(C)c2cc(C(=O)NCCCN3CCCCC3C)ccc21 (stereo unspecified)	5%	-18	·	-7%	-9%	30[activator]	0.5%	1%	1%	6	·
COc1ccc(C(=S)N2CCN(c3cccc(Cl)c3)CC2)cc1	0%&0%	-14	0%&4%	9%	?	-11	-0.8%&-0.6%	3%&-19%	-5%&-18%	-4	2&1
CCCCCC(=O)N1CC2(CC(c3cccc(NC(=O)CC(c4ccccc4)c4ccccc4)c3)=NO2)C[C@@H]1C(N)=O (stereo partly specified)	3%	-13	0%	?	12%	5	-0.3%	-10%	-12%	15	3
COc1ccc(C(=S)Nc2ccc(N(C)C)cc2)cc1	-3%	1	-7%	-6%	?	0	-1.3%	3%	-14%	-8	2

Sorted by molar mass (ascending): part of the list above.
SMILES	GALK inh	KCNH2 3.1 block	PKM2 act	uPA generation	Chronic BCR inh	Giardia killer	B2AR arrestin	USP2a inh	Eya2 phos inh	KCNH2 WT inh	FBPA coupling cs
CCCN1C(=O)/C(=C/c2ccc(C)o2)SC1=Nc1ccc(OC)cc1	0%	-20	1%	1%	10%	10	0.3%	-6%	-18%	-11	-4
COC(=O)c1ccc(-c2nc(CN3CCN(Cc4cccc(C)c4)CC3)c(C)o2)cc1	-4%	-12	4%	-12%	-4%	-9	-1.0%	1%	6%	10	-2
CCC1(C)Cc2c(sc3c2c(=O)n(C)c2nnc(SCCc4ccccc4)n32)CO1 (stereo unspecified)	1%	-12	-5%	2%	0%	1	-0.5%	-11%	6%	-7	1
